CRFR2-BP antag – antagonists of CRF-binding protein/CRF-R2 receptor complex; HEK293 CRF-R2/CRF-BP, CRF-induced calcium fluorescence; inhibition, % at 11.8 µM; 350,000 compounds, 0.59% hits; AID 588475;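 active = inhibition of the ligand-induced calcium signal above about 50% at the single tested concentration, limit read from the data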
CRFBP-R2 agonist – CRF-BP/CRF-R2 complex agonism; HEK293 CRF-R2/CRF-BP, calcium dye fluorescence (FLIPR); percent of saturating CRF peptide response; activation, % at 13.2 µM; 350,000 compounds, 0.46% hits; AID 588473;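 active = activation of at least 50%, plus an integration ratio under a set limit after plate pattern correction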;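 also: plate controls were neutral control wells without compound for no effect and CRF at EC100 for full effect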
GalR3 antagonist – blocks the human galanin receptor 3; HEK293 GalR3-CNG cAMP membrane potential fluorescence; galR3 body fused to GalR1 C-terminus; inhibition, % at 3 µM; 360,000 compounds, 0.44% hits;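 active = inhibition above the screen-wide average plus 3 SD, cut at about 13% in these data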;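 also: forskolin and galanin both at EC90 stimulate the cells; cAMP rise reported by CNG channel membrane potential dye signal; 0% = forskolin plus galanin with DMSO and 100% = forskolin alone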
Target sequence (O60755 1-299 limits assumed): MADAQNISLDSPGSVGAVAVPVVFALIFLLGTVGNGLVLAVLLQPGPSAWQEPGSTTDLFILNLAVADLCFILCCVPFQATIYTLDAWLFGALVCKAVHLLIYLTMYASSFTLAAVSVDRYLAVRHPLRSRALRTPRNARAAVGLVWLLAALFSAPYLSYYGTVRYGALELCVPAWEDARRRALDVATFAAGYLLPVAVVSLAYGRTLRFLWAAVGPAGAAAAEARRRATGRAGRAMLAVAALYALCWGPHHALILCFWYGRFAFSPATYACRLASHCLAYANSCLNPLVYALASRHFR
* = called active by the depositor. A portion of the library (hit frequency here may not be typical).

SMILES	CRFR2-BP antag	CRFBP-R2 agonist	GalR3 antagonist
CCCCn1nc(C(=O)N(C)C2CCCCC2)c2ccccc2c1=O	6	-0.6	-3
Cc1ccc(NC(=O)CN2CCN(S(=O)(=O)c3ccc(F)cc3)CC2)cc1C	-5	-1.8	-2
O=C1COc2ccc(C(=O)COC(=O)c3ncc(Cl)c(Cl)c3Cl)cc2N1	-5	6.1	1
CCCCOc1ccc(C(=O)OCC(=O)c2c(N)n(C)c(=O)n(C)c2=O)cc1	-3	0.0	-6
CCC(=O)c1ccc(OCC(=O)OCC(=O)Nc2cccc(S(=O)(=O)N3CCOCC3)c2)cc1	-6	-2.4	-7
CCN(CC(=O)NCc1cccs1)S(=O)(=O)c1cc(NC(C)=O)ccc1OC	3	-0.7	3
CCOc1ccccc1OCC(=O)OCC(=O)c1c(N)n(CC(C)C)c(=O)n(C)c1=O	-5	-0.5	0
CC(C)OCc1ccc(C(=O)N2CCN(CC(=O)N3CCCC3)CC2)cc1	0	1.1	-4
Cc1ccc2c(Cl)c(C)c(N3CCOCC3)nc2n1	-13	0.7	-12
COc1ccc(NC(=O)C2CCOC2=O)cc1 (centres undefined)	-5	1.8	-4
CCN(CC(=O)Nc1ccc(N2CCOCC2)cc1)C(=O)Cc1ccccc1	-1	-0.8	-4
CCN1C[C@@H]2[C@@H]3C(=O)N(Cc4ccccc4)C(=O)[C@@H]3[C@](Cc3ccccc3)(C(=O)OC)N2C1=NCc1ccccc1	-6	14	-11
Nc1ccc2cccc(O)c2c1	7	5.0	-5
Cc1csc(=O)n1CCC(=O)OCC(=O)NNC(=O)c1ccccc1	-2	0.9	-2
Cc1onc(-c2ccccc2)c1C(=O)OCC(=O)N1CCN(c2ccccc2)CC1	-2	-0.5	4
CC(NC(=O)c1cccc(F)c1)C1CC2CCC1C2 (centres undefined)	22	0.4	-1
CN(Cc1ccccc1)C(=O)c1ncn2c1C(=O)N(C)CC2	0	2.0	-6
CSc1ccccc1C(=O)N1CCN(S(=O)(=O)c2sc(C(=O)O)c(C)c2C(=O)O)CC1	84*	0.8	1
CCc1ccc([C@H]2C(C(=O)O)=C[C@@H](CC3CCCC3)N2S(=O)(=O)c2ccc(C)cc2)cc1	30	2.5	0
O=C(COC(=O)C1CCCCC1)NCc1ccc(Cl)cc1	24	0.4	-5
CCOc1ccc(N2C(=O)C3CCCN3C2=S)cc1 (centres undefined)	-9	1.0	2
C#CCOCCOCCOCCNc1nc(N2CCN(C(=O)Cn3cc(CC(C)O)nn3)CC2)nc(N2CCN(C(=O)[C@H]([C@@H](C)CC)n3cc(CCCCN)nn3)CC2)n1 (some centres undefined)	-28	8.1	-8
COc1ccccc1CN(C)CC(=O)Nc1cccc(S(=O)(=O)N2CCCC2)c1	13	-4.2	-3
CCN(CC)C(=O)C1=C(C)N(Cc2ccc(OC)cc2)C(=O)C(CC(=O)NCc2cccs2)C1 (centres undefined)	9	-0.8	-7
Cc1ccc(C(=O)NNC(=O)c2ccccc2OCc2c(C)noc2C)cc1	4	-1.7	0
Next structures
SMILES	CRFR2-BP antag	CRFBP-R2 agonist	GalR3 antagonist
COC(OC)C1(CCc2ccccc2)NC(=O)NC1=O (centres undefined)	1	1.4	-3
O=C(NCCS(=O)(=O)NCc1ccccc1)c1ccc2c(c1)OCO2	-2	-1.0	0
CC(=O)Nc1ccc(S(=O)(=O)NCC(=O)N2CCN(S(=O)(=O)c3cccs3)CC2)cc1	-5	0.4	-8
CCOc1ccc(OCCC(=O)N(CC(=O)Nc2ccccc2C(F)(F)F)Cc2ccco2)cc1	13	0.6	-6
COc1ccc([C@H]2N[C@]3(CCCN(Cc4ccc(Cl)cc4)C3=O)[C@H]3C(=O)N(Cc4ccccc4)C(=O)[C@@H]23)cc1	-4	0.1	-6
Clc1ccc(N(CC2CO2)CC2CO2)cc1 (centres undefined)	0	-1.7	-5
COc1ccc(C(CNS(=O)(=O)c2cccc(F)c2)N2CCCC2)cc1 (centres undefined)	9	-2.5	0
COc1cccc(N2CCN(C(=O)c3ccc(OC)c(S(=O)(=O)NC4CC4)c3)CC2)c1	-6	0.6	-7
CCCN(CC(=O)Nc1ccccc1C)C(=O)c1cc(C)oc1C	-8	-0.9	-6
O=C(NCc1ccc2c(c1)OCO2)c1ccccc1Cl	6	-0.3	-4
C[C@H](CO)N1C[C@H](C)[C@@H](CN(C)C(=O)Nc2ccc3c(c2)OCO3)Oc2c(NS(=O)(=O)c3cn(C)cn3)cccc2C1=O	-6	0.1	-6
CCCCN1C(=O)C(CC(=O)NC(c2ccccc2)c2ccccc2)CC(C(=O)N2CCOCC2)=C1C (centres undefined)	3	0.1	-8
c1ccc2c(C3OCC4(CCCCC4)CO3)cccc2c1	-13	3.8	1
COCc1c(C(=O)OCC(=O)c2ccc[nH]2)oc2ccccc12	-18	-0.7	-2
Cc1ccc(NC(=O)CCNS(=O)(=O)c2ccccc2F)cc1S(=O)(=O)N1CCOCC1	-2	-1.0	1
Cc1ccccc1SCC(=O)NCC(c1ccc(F)cc1)N1CCOCC1 (centres undefined)	-6	5.2	-5
CCOc1ccccc1Nc1nnc(SCC(=O)NCC2CCCO2)s1 (centres undefined)	-10	0.6	-6
OC[C@@H]1[C@@H](c2ccccc2)C(c2cccc(Cl)c2)=NN1c1ccccc1	-2	3.4	-7
C[C@H]1CN([C@@H](C)CO)C(=O)CCCn2nncc2CO[C@H]1CN(C)C(=O)Nc1ccccc1	-8	0.8	-10
C[C@H](CO)N1C[C@H](C)[C@@H](CN(C)Cc2ccncc2)Oc2c(NC(=O)CCCCCC(=O)Nc3ccccc3N)cccc2C1=O	2	-0.2	0
CCCN(CC(=O)Nc1cc(C)on1)CC(=O)Nc1ccc(F)c(F)c1F	-33	2.9	-9
Cc1ccc(C(=O)OCC(=O)N2CCCCCC2)c(O)c1	0	-1.0	-4
CC(=O)c1ccc(NC(=O)CN2CCN(S(=O)(=O)c3ccc4ccccc4c3)CC2)cc1	6	0.9	-5
CN(CC(=O)Nc1ccc(Cl)c(C(F)(F)F)c1)C(=O)Cn1cc([N+](=O)[O-])ccc1=O	12	3.0	-4
CCN1C(=O)[C@@H]2[C@@H](c3ccc(-c4ccc(OC)cc4)c(OC)c3)N3CCCC[C@@]3(C(=O)OC)[C@@H]2C1=O	1	2.4	-2

Molecules listed so far that have a COOH group (2):
SMILES	CRFR2-BP antag	CRFBP-R2 agonist	GalR3 antagonist
CSc1ccccc1C(=O)N1CCN(S(=O)(=O)c2sc(C(=O)O)c(C)c2C(=O)O)CC1	84*	0.8	1
CCc1ccc([C@H]2C(C(=O)O)=C[C@@H](CC3CCCC3)N2S(=O)(=O)c2ccc(C)cc2)cc1	30	2.5	0

Later entries
SMILES	CRFR2-BP antag	CRFBP-R2 agonist	GalR3 antagonist
O=C1C2CCCN2C(=O)N1CCN1CCN(c2cccc(C(F)(F)F)c2)CC1 (centres undefined)	9	2.4	-7
CCN(CC(=O)Nc1ccccc1OC)C(=O)CSCC(=O)Nc1ccc(OC)cc1	2	0.6	-3
Cn1cccc1C(=O)OCC(=O)Nc1ccc2[nH]c(=O)[nH]c2c1	1	0.4	-7
C#CCOCCOCCOCCNc1nc(N2CCN(C(=O)CCCCCCCCCCNC(=O)Cn3cc(C[C@@H](C)O)nn3)CC2)nc(N2CCN(C(=O)CCCCCCCCCCNC(=O)[C@H](CCCCN)n3cc(CCCC(=O)O)nn3)CC2)n1	3	6.1	-5
O=C(CSc1ccccc1)NCC(c1ccco1)N1CCCCC1 (centres undefined)	-14	0.5	-5
Cc1ncc([N+](=O)[O-])n1S(=O)(=O)c1ccc2c(c1)OCCO2	0	-0.5	-3
COc1ccc(N(CCOc2ccccc2)S(=O)(=O)c2ccccc2)cc1	25	3.5	-6
CC[C@H]1C/C=C\Cc2ccccc2[C@@H](C(=O)C[C@@H](O)CC(C)=O)OC1=O	13	-0.7	-6
COc1nc(=O)n(C2C=CC(=O)O2)cc1F (centres undefined)	23	0.1	-4
COc1cc2c(cc1OC)C(O)=CC(=O)C2=O	-9	-3.1	-2
Nc1ccccc1-n1nc2ccc3ccccc3c2n1	-7	-1.0	-5
Cc1ccc(Cc2c(-c3ccc(Br)cc3)nc3ccc(Br)cn23)cc1	-8	0.8	-6
CCCNC(=O)C(Cc1cccc(OC)c1)NC(=O)c1ccc(C(C)(C)C)cc1 (centres undefined)	-18	-1.7	0
O=C(c1ccc(S(=O)(=O)Nc2ccccc2F)cc1)N1CCC1	0	1.2	-4
CN(Cc1ccc(Cl)cc1)C(=O)c1ccccc1SCC(=O)N1CCCC1	5	-1.6	-6
COc1ccc(CCNC(=O)c2cc(S(=O)(=O)N3CCCCCC3)ccc2OC)cc1OC	5	1.3	-2
CC(=O)c1ccc(NC(=O)CSc2nnc(-c3ccncc3)o2)cc1	-3	0.1	8
CC(OC(=O)C1CSC2(C)CCC(=O)N12)C(=O)Nc1ccc(F)cc1 (centres undefined)	-1	5.4	-6
C[C@H]1CN([C@@H](C)CO)C(=O)CCCn2nncc2CO[C@@H]1CN(C)Cc1cccc(C(F)(F)F)c1	-11	3.8	-6
COc1ccc(NC(=O)CN2C(=O)NC(C)(c3ccc4c(c3)OCCO4)C2=O)cc1S(N)(=O)=O (centres undefined)	-1	-0.6	-5
NC(=NCCc1ccccc1)NC(=O)c1cc(Cl)ccc1O	-3	-0.1	-2
COc1cc(/C=C/C(=O)O)ccc1OS(=O)(=O)c1cc(Br)ccc1C	5	0.5	-2
Cc1cc2nc(CN(C)C(=O)C3CCC(=O)N(C4CCCC4)C3)[nH]c2cc1C (centres undefined)	11	-1.4	-4
COc1ccccc1CNc1cccc(C)n1	-13	-0.7	-5
Cc1c(NC(=O)c2cc(S(=O)(=O)N3CCCCC3)ccc2Cl)c(=O)n(-c2ccccc2)n1C	1	-2.3	2
Cc1ccc(C(C)(C)C)cc1S(=O)(=O)Nc1ncnc2sccc12	1	-1.0	-5
COc1ccc2c(c1)OC[C@H]1[C@H]2N2C(=O)CN(C)C(=O)[C@@]2(C)[C@H]1c1ccccc1	7	-0.5	-1
C[C@H](CO)N1C[C@H](C)[C@H](CN(C)S(=O)(=O)c2ccc(-n3cccn3)cc2)OCc2cnnn2CCCC1=O	-23	0.6	-5

21 entries from above, with values under each structure:
Order of results – CRFR2-BP antag | CRFBP-R2 agonist | GalR3 antagonist
CC[C@H]1C/C=C\Cc2ccccc2[C@@H](C(=O)C[C@@H](O)CC(C)=O)OC1=O
  13 | -0.7 | -6
COc1nc(=O)n(C2C=CC(=O)O2)cc1F (centres undefined)
  23 | 0.1 | -4
COc1cc2c(cc1OC)C(O)=CC(=O)C2=O
  -9 | -3.1 | -2
Nc1ccccc1-n1nc2ccc3ccccc3c2n1
  -7 | -1.0 | -5
Cc1ccc(Cc2c(-c3ccc(Br)cc3)nc3ccc(Br)cn23)cc1
  -8 | 0.8 | -6
CCCNC(=O)C(Cc1cccc(OC)c1)NC(=O)c1ccc(C(C)(C)C)cc1 (centres undefined)
  -18 | -1.7 | 0
O=C(c1ccc(S(=O)(=O)Nc2ccccc2F)cc1)N1CCC1
  0 | 1.2 | -4
CN(Cc1ccc(Cl)cc1)C(=O)c1ccccc1SCC(=O)N1CCCC1
  5 | -1.6 | -6
COc1ccc(CCNC(=O)c2cc(S(=O)(=O)N3CCCCCC3)ccc2OC)cc1OC
  5 | 1.3 | -2
CC(=O)c1ccc(NC(=O)CSc2nnc(-c3ccncc3)o2)cc1
  -3 | 0.1 | 8
CC(OC(=O)C1CSC2(C)CCC(=O)N12)C(=O)Nc1ccc(F)cc1 (centres undefined)
  -1 | 5.4 | -6
C[C@H]1CN([C@@H](C)CO)C(=O)CCCn2nncc2CO[C@@H]1CN(C)Cc1cccc(C(F)(F)F)c1
  -11 | 3.8 | -6
COc1ccc(NC(=O)CN2C(=O)NC(C)(c3ccc4c(c3)OCCO4)C2=O)cc1S(N)(=O)=O (centres undefined)
  -1 | -0.6 | -5
NC(=NCCc1ccccc1)NC(=O)c1cc(Cl)ccc1O
  -3 | -0.1 | -2
COc1cc(/C=C/C(=O)O)ccc1OS(=O)(=O)c1cc(Br)ccc1C
  5 | 0.5 | -2
Cc1cc2nc(CN(C)C(=O)C3CCC(=O)N(C4CCCC4)C3)[nH]c2cc1C (centres undefined)
  11 | -1.4 | -4
COc1ccccc1CNc1cccc(C)n1
  -13 | -0.7 | -5
Cc1c(NC(=O)c2cc(S(=O)(=O)N3CCCCC3)ccc2Cl)c(=O)n(-c2ccccc2)n1C
  1 | -2.3 | 2
Cc1ccc(C(C)(C)C)cc1S(=O)(=O)Nc1ncnc2sccc12
  1 | -1.0 | -5
COc1ccc2c(c1)OC[C@H]1[C@H]2N2C(=O)CN(C)C(=O)[C@@]2(C)[C@H]1c1ccccc1
  7 | -0.5 | -1
C[C@H](CO)N1C[C@H](C)[C@H](CN(C)S(=O)(=O)c2ccc(-n3cccn3)cc2)OCc2cnnn2CCCC1=O
  -23 | 0.6 | -5
